# LMPTP inh: blocks human LMPTP phosphatase; inhibition, % at 20 µM; P24666; AID 651560; recombinant LMPTP-A, OMFP fluorogenic substrate, fluorescence intensity; 360,000 compounds, 0.22% hits;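 active = compounds that cut the enzyme signal by at least half of the control window in the single-dose screen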;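 note: plate controls were DMSO wells with enzyme plus substrate for no effect and substrate without enzyme for full effect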
# Target sequence (P24666 whole entry, looked up): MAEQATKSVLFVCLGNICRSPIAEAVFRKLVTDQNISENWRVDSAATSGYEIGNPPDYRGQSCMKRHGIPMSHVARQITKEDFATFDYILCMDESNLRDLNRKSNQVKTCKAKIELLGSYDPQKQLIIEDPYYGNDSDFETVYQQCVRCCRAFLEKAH
#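 Material: LMPTP-A; amount: 0.625 nM enzyme; doses: single 20 µM dose; times: reaction 50 min, room temperature, dark; technique: fluorescence intensity of OMFP turnover product; benchmarks: no-enzyme and uninhibited controls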
# STEP block: blocks human striatal-enriched tyrosine phosphatase. 360,000 compounds, 0.25% hits. P54829. recombinant STEP, OMFP fluorogenic substrate, fluorescence. inhibition, % at 20 µM;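 active = inhibition at 20 µM, scaled per plate between control wells, above about 37%, limit read from the data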;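 note: 0% = DMSO with enzyme and substrate and 100% = substrate only without enzyme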
#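 material = STEP tyrosine phosphatase | reagent = fluorogenic phosphatase substrate OMFP at 25 µM final | doses = single compound dose of 20 µM, 1% DMSO final | schedule = 20 min reaction, room temperature, in the dark | measured by = fluorescence, 480/540 nm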
# DNMT1 inh: DNMT1 (human) enzyme inhibition; inhibition (reported as % activation of signal), % at 10 µM; DNMT1 molecular beacon, Hinp1I cleavage, fluorescence; 360,000 compounds, 0.83% hits; AID 588458; P26358; in the data active = inhibition above about 50%
# NRP1-CendR mod: NRP-1/CendR interaction modulation. O14786. FAM-RPARPAR peptide binding to NRP-1, fluorescence polarization. inhibition, % at 25 µM. 360,000 compounds, 0.85% hits;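 active = inhibition or corrected inhibition above about 18%, plus a signal ratio from 0.5 to 1.5, limit read from the data, passing the limit was not always enough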; note: strong numbers were not always called active
# Neddyl block: cullin neddylation inhibition; calls only at 25 µM; TR-FRET cullin neddylation, biochemical; P61081+Q13564; 360,000 compounds, 0.58% hits; in the data active = inhibition above about 36%
# Target sequence (P61081 whole entry, looked up): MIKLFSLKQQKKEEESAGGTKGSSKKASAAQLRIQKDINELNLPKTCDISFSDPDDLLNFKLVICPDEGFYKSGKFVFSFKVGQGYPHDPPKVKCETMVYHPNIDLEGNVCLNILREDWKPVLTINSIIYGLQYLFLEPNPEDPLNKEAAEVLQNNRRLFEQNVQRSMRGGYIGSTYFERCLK
# Target sequence (Q13564 whole entry, looked up): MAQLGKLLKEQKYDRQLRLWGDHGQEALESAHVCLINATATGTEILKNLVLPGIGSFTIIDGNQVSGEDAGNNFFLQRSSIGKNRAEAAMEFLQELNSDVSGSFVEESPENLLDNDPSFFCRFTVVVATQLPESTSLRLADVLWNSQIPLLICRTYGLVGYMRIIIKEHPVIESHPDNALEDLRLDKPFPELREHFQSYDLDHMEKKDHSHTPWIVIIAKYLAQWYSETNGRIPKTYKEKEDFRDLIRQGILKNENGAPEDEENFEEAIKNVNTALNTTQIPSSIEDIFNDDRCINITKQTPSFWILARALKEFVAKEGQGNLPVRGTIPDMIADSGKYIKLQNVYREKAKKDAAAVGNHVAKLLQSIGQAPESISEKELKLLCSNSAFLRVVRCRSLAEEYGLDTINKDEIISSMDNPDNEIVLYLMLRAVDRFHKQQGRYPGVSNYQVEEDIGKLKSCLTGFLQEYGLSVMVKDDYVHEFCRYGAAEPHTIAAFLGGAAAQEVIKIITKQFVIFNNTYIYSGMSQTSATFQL
# SKN-1 inh: inhibitors of C. elegans SKN-1; C. elegans VP596 Pgst-4::GFP/RFP ratio, acrylamide-induced, 24 h; 360,000 compounds, 0.49% hits; inhibition, % at 21.8 µM;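 active = interference check ratio from 0.5 to 1.5 plus GFP to RFP signal ratio inhibition reaching or exceeding a fixed threshold, cut at about 30% in these data, passing the limit was not always enough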; note: some compounds called inactive have numbers as strong as hits
# Scp-1 inhibitor: inhibitors of human Scp-1 phosphatase. Recombinant Scp1, phosphopeptide, malachite green phosphate absorbance. inhibition, % at 20 µM. 340,000 compounds, 0.88% hits. AID 493091;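 active = inhibition above about 50% at 20 µM, limit read from the data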;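 note: plate controls were DMSO wells with enzyme for no effect and wells lacking enzyme for full effect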
# Target sequence (Q9GZU7 76-261 limits assumed): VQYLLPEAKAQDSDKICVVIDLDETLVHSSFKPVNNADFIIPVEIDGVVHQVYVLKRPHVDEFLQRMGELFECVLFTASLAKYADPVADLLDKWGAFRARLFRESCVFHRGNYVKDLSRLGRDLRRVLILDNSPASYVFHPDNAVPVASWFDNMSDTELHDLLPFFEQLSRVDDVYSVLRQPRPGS
#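 Assay system: SCP-1 catalytic fragment, aa 76-261 | Buffer or medium: Tris acetate buffer pH 5.5 with MgCl2 and Tween-20 | Compound: One concentration, 20 µM, with 1.0% DMSO | Also added: Phospho 17-mer peptide substrate | Signal: Absorbance at 630 nm | Incubation: 45 min enzyme reaction at room temperature | Measure: % inhibition of SCP-1 phosphate liberation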
# NadD inh: inhibitors of Staphylococcus aureus NadD. purified NadD enzyme, colorimetric absorbance read-out. inhibition, % at 20 µM. 360,000 compounds, 0.78% hits; in the data active = inhibition above about 26%; note: some compounds past the cut are filed as inactive
# TbMetRS inhib: Trypanosoma brucei MetRS inhibition. purified T. brucei MetRS, ATP depletion, Kinase-Glo luminescence. inhibition, % at 11.9 µM. 360,000 compounds, 0.4% hits. AID 624268;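 active = inhibition above a per-plate cutoff of the control wells' mean inhibition plus 3 SD, cut at about 5.5% in these data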;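 note: 0% = DMSO wells median and 100% = median of wells with control inhibitor compound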
#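 Dosing: 11.9 µM compound single dose, 0.9% DMSO; Assay system: purified T. brucei MetRS enzyme; Measured by: Kinase-Glo luciferase luminescence reporting remaining unconsumed ATP; Schedule: 15 min plus 2 h at 25 °C.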
# SUMO1 PPI mod: modulators of human SUMO1-mediated protein-protein interactions; SUMO1 binding to a labelled peptide, TR-FRET, 1 h; AID 602429; inhibition, % at 20 µM; 360,000 compounds, 0.33% hits; in the data active = inhibition above about 37%
# The depositor's hits bear a star; i = inactive; nt = not tested or not shown; + = active, no number. The order is random (roughly 4.6% active in at least one column).
cpd | LMPTP inh | STEP block | DNMT1 inh | NRP1-CendR mod | canonical_smiles | Neddyl block | SKN-1 inh | Scp-1 inhibitor | NadD inh | TbMetRS inhib | SUMO1 PPI mod
1 | 0.2 | 4 | 0 | -1 | Fc1ccc(Oc2nc(-c3ccccc3)nnc2C(F)(F)F)cc1 | i | 1 | -9 | 2 | -0.7 | 5
2 | 0.8 | 1 | -35 | -12 | CN(Cc1cccc(Cl)c1Cl)C(=O)c1ccc(NC(=O)CC#N)cc1 | i | 1 | -9 | 9 | 0.1 | 0
3 | 0.2 | 1 | 1 | 5 | CN(Cc1c(C(=O)N(C)Cc2ccccc2)nc2ccccn12)CC1Cc2ccccc2O1 (stereo unspecified) | i | -4 | 0 | 0 | -1.1 | 2
4 | -0.4 | -2 | 0 | -5 | CCn1c(=O)cc(OCC(=O)NCc2cccnc2)c2ccccc21 | i | 20 | -2 | 2 | -0.3 | 0
5 | -0.2 | -1 | -3 | 7 | COc1cccc(-n2c(C)nc3c(cnn3-c3ccc(C)cc3)c2=O)c1 | i | -7 | -3 | -2 | -1.0 | 0
6 | 0.1 | 4 | -8 | 6 | C1=Cc2ccccc2Nc2ccccc21 | i | 7 | 0 | 1 | -0.8 | -11
7 | 0.4 | 1 | -3 | 3 | CCOc1ccc(S(=O)(=O)NCCC(=O)N2CCN(c3ccc(OC)cc3)CC2)cc1 | i | 0 | -1 | 1 | 0.7 | 4
8 | -1.1 | 0 | -6 | -14 | O=c1c2c(-c3ccccc3)ccnc2[nH]n1-c1ccccc1 | i | 6 | -2 | -4 | -0.8 | -24
9 | -0.9 | 1 | 1 | -8 | Cc1ccc(S(=O)(=O)Nc2ccccc2F)cc1C(=O)NNC(=O)c1ccccc1O | i | 11 | -7 | -1 | -0.1 | 5
10 | -0.8 | 1 | -8 | 12 | O=C(NC(c1ccc2c(c1)OCO2)c1ccccn1)C1CCN(CCOc2ccc(Cl)cc2Cl)CC1 (stereo unspecified) | i | 3 | nt | 2 | 0.1 | -3
11 | 0.8 | -1 | -5 | 3 | Cc1cccc(N2N=C(C(=O)Nc3ccc(Cl)c(S(=O)(=O)N4CCOCC4)c3)CCC2=O)c1 | i | 2 | 2 | -1 | -0.1 | 7
12 | 1.2 | 4 | -1 | -1 | O=c1[nH]c(=S)[nH]c2sccc12 | i | 3 | 13 | 0 | -0.6 | 3
13 | 0.6 | 1 | 11 | -2 | CSc1nsc(SCC(=O)Nc2cccc(C(=O)O)c2)n1 | i | 7 | -4 | -2 | 0.7 | 3
14 | 0.0 | 0 | 3 | 0 | COc1ccc(/C=C/c2ccncc2)cc1 | i | 8 | -3 | -8 | 0.2 | -12
15 | -1.2 | -3 | -3 | 14 | O=C(OCC(=O)N1CCCC1)c1ccc(Cl)nc1 | i | 0 | -6 | -4 | 0.2 | -3
16 | -1.2 | 0 | 1 | -48 | COC(=O)c1cc(NC(=O)c2cccc(C(F)(F)F)c2)c(=O)oc1C/C=N/OCc1cccc(Cl)c1Cl | i | 9 | -17 | 20 | -0.5 | 10
17 | 6.0 | -3 | -16 | 11 | O=C(N/N=C/c1ccc([N+](=O)[O-])cc1)c1[nH]ncc1Br | i | -2 | 7 | -5 | -1.3 | -17
18 | 0.2 | -1 | 3 | -7 | COc1c2c(cc(O)c1C(C)=O)OC(C)(C)C=C2 | i | -9 | 2 | 1 | -0.5 | 1
19 | -2.4 | -3 | 9 | 29* | COC(=O)c1cnc(Oc2ccc(NC(=O)NC(=O)c3ccccc3Cl)cc2)cc1C(F)(F)F | i | 5 | -7 | -2 | -0.1 | 7
20 | 0.3 | 2 | -4 | -10 | COc1ccccc1NS(=O)(=O)c1cc(N)ccc1N1CCOCC1 | i | 2 | -5 | 2 | -0.4 | 5
21 | -0.2 | 0 | 2 | -22 | O=Cc1ccccc1OCc1ccc2c(c1)OCO2 | i | 9 | -2 | 1 | -1.1 | 6
22 | 0.5 | 4 | 2 | 2 | CSc1ccc(S(=O)(=O)Nc2ccc3c(c2)NC(=O)CC3)cc1 | i | -3 | -7 | -2 | -0.3 | -1
23 | 2.5 | 2 | -5 | 18 | Cc1ccc(S(=O)(=O)Nc2cc(C(=O)Nc3cc(C)cc(C)c3)ccc2Cl)cc1 | i | -5 | -7 | 1 | 0.1 | 18
24 | 0.0 | 0 | 7 | -3 | CC(NC(=O)CSc1nnc(COc2ccccc2)o1)c1ccccc1 (stereo unspecified) | i | 17 | -12 | 8 | -0.1 | 1
25 | -1.1 | -2 | 2 | 10 | CCOc1ccccc1NC(=O)N1CCC(c2nc3ccc(C)cc3[nH]2)CC1 | i | 0 | 0 | -5 | 4.9 | -5
26 | -3.6 | -2 | -2 | 4 | CCCN1CCN(C(c2cc3cc(OCC)ccc3[nH]c2=O)c2nnnn2C2CCCCC2)CC1 (stereo unspecified) | + | 7 | -8 | -9 | -0.3 | -5
27 | -1.4 | -4 | 2 | -7 | Cc1ccc(-c2cc(C(=O)NCC(c3ccccc3)N(C)C)c3ccccc3n2)o1 (stereo unspecified) | nt | -5 | -7 | -11 | -0.4 | -19
28 | 1.0 | -4 | -3 | -75 | COc1ccc(C2C(C#N)=C(N)Oc3cc(O)ccc32)cc1C (stereo unspecified) | nt | 15 | -12 | 8 | -0.5 | -28
29 | 0.7 | -1 | -4 | 5 | CCC(=Nc1ccccc1O)C1=C(O)CC(c2ccccc2)CC1=O (stereo unspecified) | i | 2 | -11 | 3 | 0.8 | -13
30 | 1.3 | 1 | 6 | 2 | CC(C)(C)NC(=O)NC(=O)COC(=O)CCC1CCCCC1 | i | 15 | -12 | -3 | -0.5 | -2
31 | -0.4 | 2 | 6 | -2 | Cc1cc(C(=O)OCC(=O)N2CCOCC2)c(C)n1-c1ccccc1 | i | -11 | 2 | 7 | -0.1 | -1
32 | 3.3 | -1 | -4 | 2 | O=C1CCSc2ccc(Cl)cc2N1Cc1ccc(Cl)cc1 | i | 21 | -5 | 3 | -1.0 | 3
33 | 9.8 | 6 | 7 | 0 | Nc1ccc(C(=O)Nc2ccc3cc(S(=O)(=O)O)ccc3c2)cc1 | i | 6 | 2 | 2 | 0.7 | 2
34 | -0.7 | -1 | 0 | 4 | O=C(Cn1ncc2c1-c1ccccc1OC2)N1CCN(Cc2ccc3c(c2)OCO3)CC1 | i | -11 | -6 | 1 | -0.6 | 0
35 | -0.7 | -3 | 0 | -6 | CCCCNC(=O)C1CCC(CNS(=O)(=O)c2ccc(NC(C)=O)cc2)CC1 (stereo unspecified) | i | 3 | -5 | 0 | -0.5 | -1
36 | -2.2 | 2 | 0 | 12 | NNC(=O)C(Cc1cnc[nH]1)NC(=O)OCc1ccccc1 (stereo unspecified) | i | 14 | -14 | -10 | -0.5 | -2
37 | -0.3 | 2 | 2 | 16 | CC(=O)Nc1cccc(NCC(=O)Nc2cc(S(=O)(=O)N3CCCCC3)ccc2Cl)c1 | i | 27 | -5 | 0 | 0.0 | 5
38 | -0.2 | -1 | 4 | 1 | COC(=O)c1cccc(NC(=O)CSc2nc(=O)cc(N)n2-c2ccccc2)c1 | i | -22 | 12 | 3 | -0.5 | 7
39 | 9.2 | 0 | -6 | -1 | O=c1cc(N2CCCCC2)c(-c2ccccc2)nn1Cc1ccc(Cl)cc1 | i | 0 | -5 | 3 | -1.1 | -2
40 | -0.2 | 0 | 0 | 6 | CCOC(=O)C1CCN(C(=O)COc2ccc(S(=O)(=O)N3CCOCC3)cc2)CC1 | i | 3 | -2 | -4 | -0.2 | 0
41 | -2.1 | 0 | 2 | 2 | CCOc1ccc2oc(=O)cc(CN3CCOCC3)c2c1 | i | 5 | 0 | -5 | -1.5 | -2
42 | 3.1 | -1 | -15 | 1 | COc1ccc(-c2oc3ncn(Cc4ccco4)c(=N)c3c2-c2ccc(OC)cc2)cc1 | i | 30 | 2 | 6 | -0.7 | -10
43 | -1.4 | -3 | 0 | 0 | CCCCC(=O)c1ccc(O)cc1 | i | 4 | -7 | -1 | -0.2 | 2
44 | -1.1 | -1 | 6 | 2 | CC(C)CNC(=O)C1(C)CCCN1C(=O)Cc1cccc2ccccc12 (stereo unspecified) | i | 16 | nt | 3 | -0.1 | -2
45 | 0.7 | -2 | 5 | -21 | CC(C)NC(=O)CCCn1c(=S)[nH]c2cc3c(cc2c1=O)OCO3 | i | -1 | -13 | -3 | -0.1 | -4
46 | -1.9 | 3 | 3 | -4 | COc1ccc(C(=O)Nc2ccc(N3CCC(C)CC3)cc2)cc1Br | i | 12 | -4 | 8 | -0.6 | 0
47 | -11 | 3 | -5 | 2 | CCCCCCCC(=O)NNC(=O)c1c(O)c2ccccc2n(CC)c1=O | i | 3 | -13 | 21 | -0.2 | 3
48 | -0.4 | -5 | -2 | 5 | COc1ccc(CCN2CC(C(=O)OCC(=O)NC(C)c3cccc(Cl)c3)CC2=O)cc1OC (stereo unspecified) | i | 4 | -4 | 3 | -0.4 | 0
49 | -0.3 | 0 | -2 | 2 | CCn1ncc([N+](=O)[O-])c1C(=O)Nc1ccc(C(=O)N2CCCCC2)cc1 | i | 14 | -3 | -1 | -0.4 | -8

# Compounds listed so far that have an aryl methoxy group, in the order listed:
cpd | LMPTP inh | STEP block | DNMT1 inh | NRP1-CendR mod | canonical_smiles | Neddyl block | SKN-1 inh | Scp-1 inhibitor | NadD inh | TbMetRS inhib | SUMO1 PPI mod
5 | -0.2 | -1 | -3 | 7 | COc1cccc(-n2c(C)nc3c(cnn3-c3ccc(C)cc3)c2=O)c1 | i | -7 | -3 | -2 | -1.0 | 0
7 | 0.4 | 1 | -3 | 3 | CCOc1ccc(S(=O)(=O)NCCC(=O)N2CCN(c3ccc(OC)cc3)CC2)cc1 | i | 0 | -1 | 1 | 0.7 | 4
14 | 0.0 | 0 | 3 | 0 | COc1ccc(/C=C/c2ccncc2)cc1 | i | 8 | -3 | -8 | 0.2 | -12
18 | 0.2 | -1 | 3 | -7 | COc1c2c(cc(O)c1C(C)=O)OC(C)(C)C=C2 | i | -9 | 2 | 1 | -0.5 | 1
20 | 0.3 | 2 | -4 | -10 | COc1ccccc1NS(=O)(=O)c1cc(N)ccc1N1CCOCC1 | i | 2 | -5 | 2 | -0.4 | 5
28 | 1.0 | -4 | -3 | -75 | COc1ccc(C2C(C#N)=C(N)Oc3cc(O)ccc32)cc1C (stereo unspecified) | nt | 15 | -12 | 8 | -0.5 | -28
42 | 3.1 | -1 | -15 | 1 | COc1ccc(-c2oc3ncn(Cc4ccco4)c(=N)c3c2-c2ccc(OC)cc2)cc1 | i | 30 | 2 | 6 | -0.7 | -10
46 | -1.9 | 3 | 3 | -4 | COc1ccc(C(=O)Nc2ccc(N3CCC(C)CC3)cc2)cc1Br | i | 12 | -4 | 8 | -0.6 | 0
48 | -0.4 | -5 | -2 | 5 | COc1ccc(CCN2CC(C(=O)OCC(=O)NC(C)c3cccc(Cl)c3)CC2=O)cc1OC (stereo unspecified) | i | 4 | -4 | 3 | -0.4 | 0

# Screening results deposited in PubChem BioAssay by several laboratories.
